M4 ag: CHRM4 agonism in calcium assay. activation, % at 3 µM. CHO-K1 hM4/Gqi5, Fluo-8 calcium fluorescence; vehicle 0%, full acetylcholine response 100%. P08173. hit rate 0.14% among 360,000;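 active = activation above the run mean over all test wells plus 3 SD, cut at about 32% in these data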;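 also: peak over basal fluorescence ratio per well then scaled between controls; 0% = DMSO wells and 100% = acetylcholine at EC100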
M5 ag: agonists of human muscarinic M5 receptor (CHRM5). P08912. CHO-K1 hM5 cells, Fluo-8 calcium fluorescence; 0% DMSO wells, 100% maximal acetylcholine response. activation, % at 3 µM. hit rate 0.19% among 360,000. AID 624037;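 active = activation above the run's mean over test compounds plus 3 SD, cut at about 23% in these data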;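 also: signal is peak over basal fluorescence ratio across the kinetic read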
Target sequence (P08912 whole entry, looked up): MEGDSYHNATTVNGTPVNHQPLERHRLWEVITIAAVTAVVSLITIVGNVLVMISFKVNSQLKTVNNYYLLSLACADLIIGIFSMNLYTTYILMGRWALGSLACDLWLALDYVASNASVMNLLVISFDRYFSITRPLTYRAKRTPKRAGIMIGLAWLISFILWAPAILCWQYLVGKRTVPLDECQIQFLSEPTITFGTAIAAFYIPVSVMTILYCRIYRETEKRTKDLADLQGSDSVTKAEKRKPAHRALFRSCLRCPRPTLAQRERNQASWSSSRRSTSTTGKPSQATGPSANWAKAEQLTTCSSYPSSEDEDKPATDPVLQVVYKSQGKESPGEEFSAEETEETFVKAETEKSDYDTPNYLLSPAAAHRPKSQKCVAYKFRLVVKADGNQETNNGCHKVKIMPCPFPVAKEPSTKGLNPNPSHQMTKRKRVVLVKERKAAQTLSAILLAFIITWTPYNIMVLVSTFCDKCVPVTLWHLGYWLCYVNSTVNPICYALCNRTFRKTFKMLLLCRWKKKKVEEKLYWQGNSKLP
CRFR2-BP ag: CRF-BP/CRF-R2 complex agonism. hit rate 0.46% among 350,000. HEK293 CRF-R2/CRF-BP, calcium dye fluorescence (FLIPR); percent of saturating CRF peptide response. activation, % at 13.2 µM;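 active = activation of at least 50%, plus an integration ratio under a set limit after plate pattern correction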;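 also: plate controls were neutral control wells without compound for no effect and CRF at EC100 for full effect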
M4 PAM: potentiates acetylcholine response at human M4 receptor; CHO-K1 hM4/Gqi5, Fluo-8 calcium fluorescence, ACh EC20; 0% = ACh EC20, 100% = maximal ACh; activation, % at 3 µM; hit rate 0.4% among 360,000;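 active = activation above its plate's cutoff, the mean activation of sample wells plus 3 SD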; also: some results filed as inactive read as strong as hits
M5 antag: blocks acetylcholine activation of human M5 receptor; P08912; CHO-hM5 cells, Fluo-8 calcium fluorescence, ACh EC80; inhibition, % at 3 µM; hit rate 0.59% among 360,000;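 active = inhibition above a per-plate cutoff, the mean of that plate's test compounds plus 3 SD, cut at about 27% in these data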;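 also: 0% = acetylcholine EC80 with DMSO and 100% = DMSO without agonist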
CHRM4 antagonist: CHRM4 antagonism in calcium assay. hit rate 0.73% among 360,000. P08173. AID 624125. CHO-hM4 cells, ACh EC80, Fluo-8 calcium fluorescence. inhibition, % at 3 µM;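 active = inhibition above its plate's cutoff, the mean inhibition of sample wells plus 3 SD, cut at about 27% in these data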;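 also: 0% = acetylcholine EC80 with DMSO and 100% = DMSO without agonist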
CHRM1 PAM: potentiates human M1 receptor response to acetylcholine | CHO-K1 hM1, Fluo-8 calcium fluorescence, ACh EC20; 0% = ACh EC20, 100% = maximal ACh | activation, % at 3 µM | hit rate 0.088% among 360,000; in the data active = activation above about 19%, passing the limit was not always enough
Target sequence (P11229 whole entry, looked up): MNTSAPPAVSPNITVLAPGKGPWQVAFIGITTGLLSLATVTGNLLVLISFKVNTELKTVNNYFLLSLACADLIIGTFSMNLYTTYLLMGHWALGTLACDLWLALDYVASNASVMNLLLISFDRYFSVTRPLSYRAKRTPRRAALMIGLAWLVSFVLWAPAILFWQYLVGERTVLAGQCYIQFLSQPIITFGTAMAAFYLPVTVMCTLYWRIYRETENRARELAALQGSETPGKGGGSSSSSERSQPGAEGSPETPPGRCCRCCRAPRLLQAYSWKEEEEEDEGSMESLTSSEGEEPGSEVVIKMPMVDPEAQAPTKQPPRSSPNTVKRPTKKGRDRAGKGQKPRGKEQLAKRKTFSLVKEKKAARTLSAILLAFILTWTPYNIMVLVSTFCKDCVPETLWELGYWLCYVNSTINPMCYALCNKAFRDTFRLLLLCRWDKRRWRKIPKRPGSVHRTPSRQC
CRFR2-BP antag: antagonists of CRF-binding protein/CRF-R2 receptor complex; HEK293 CRF-R2/CRF-BP, CRF-induced calcium fluorescence; inhibition, % at 11.8 µM; hit rate 0.59% among 350,000; AID 588475;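 active = inhibition of the ligand-induced calcium signal above about 50% at the single tested concentration, limit read from the data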
M5 PAM: positive allosteric modulators of human muscarinic M5 receptor; hit rate 0.3% among 360,000; activation, % at 3 µM; CHO-K1 hM5, Fluo-8 calcium, ACh EC20 PAM; 0% = ACh EC20, 100% = ACh EC100; AID 624038;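 active = activation above the run cutoff, the mean activation of all test compounds plus 3 SD, cut at about 18% in these data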
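Measured by: Fluo-8 calcium fluorescence; material: human M5 receptor in CHO-K1 cells; schedule: Post-acetylcholine fluorescence recording 140 s; benchmarks: low control EC20 acetylcholine (0%), high control EC100 acetylcholine (100%); read-out: Max/basal fluorescence ratio as % of EC20–EC100 ACh window; compound: single dose, 3 µM nominal final test concentration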
The depositor's hits bear a star; nt = not tested or not shown.

#1 COc1ccc([C@@H]2C[C@H]3[C@@H](CN2S(=O)(=O)c2ccccc2)C(=O)C[C@@H](c2ccccc2)N3S(=O)(=O)c2ccc(C)cc2)cc1
#2 COc1ccc(-c2cc(C(F)(F)F)nc(SCC(=O)Nc3cc(C)on3)n2)cc1OC
#3 O=C(Nc1ccc(N2CCCCC2)cc1)c1cc(S(=O)(=O)N2CCOCC2)ccc1F
#4 COc1ccc(CC(=O)Nc2cc(S(C)(=O)=O)ccc2Cl)cc1S(=O)(=O)N1CCOCC1
#5 C[C@@H]1CCC[C@]2(O[C@H](CCO)C[C@@H](O)[C@@H]2O)O1

Assay by compound,1,2,3,4,5
M4 ag,2,1,5,4,0
M5 ag,1,3,1,4,3
CRFR2-BP ag,2.6,-0.4,-0.1,3.6,-0.5
M4 PAM,2,0,-6,-1,1
M5 antag,5,2,3,13,5
CHRM4 antagonist,-13,-5,-5,5,1
CHRM1 PAM,7,9,-4,-2,5
CRFR2-BP antag,11,-7,-1,-11,3
M5 PAM,1,2,-3,-4,4

#6 Cc1cc(NC(=O)CCC(=O)N(CC(=O)NC2CCCC2)c2ccc(F)c(Cl)c2)no1
#7 Cc1ccc(NC(=O)c2cc(-c3cccs3)on2)cc1
#8 COc1cc2c(cc1OC)CN(Cc1cc(=O)oc3cc(C)c(Cl)cc13)CC2
#9 O=C(CN1CCCC1)Nc1nc(-c2ccc3c(c2)CCN3C(=O)c2ccccc2F)cs1
#10 N#CC1=C2SC=C(c3ccc(Br)cc3)N2CCCC1=O

Assay by compound,6,7,8,9,10
M4 ag,0,1,1,4,5
M5 ag,-1,0,0,-3,0
CRFR2-BP ag,-1.4,-7.9,3.0,0.7,4.6
M4 PAM,0,-4,-9,4,6
M5 antag,19,2,-1,-19,7
CHRM4 antagonist,-2,7,-3,-21,2
CHRM1 PAM,4,6,2,3,-2
CRFR2-BP antag,-3,24,-8,-2,16
M5 PAM,-5,0,3,9,7

#11 C/C(CC(=O)NCc1ccco1)=N\NC(=O)c1ccc([N+](=O)[O-])cc1Cl
#12 O=C(Cn1cnc2ccccc2c1=O)N1CCN(Cc2ccccc2)CC1
#13 O=C(Nc1ccc(Cl)cc1[N+](=O)[O-])c1ccc2c(c1)OCCO2
#14 CN(C(=O)c1ccco1)c1nc(-c2ccc(Cl)cc2)cs1
#15 CCCN1CCN(C(=O)C2CCN(S(=O)(=O)c3c(C)noc3/C=C/c3ccc(C)cc3)CC2)CC1

Assay by compound,11,12,13,14,15
M4 ag,-1,1,2,1,4
M5 ag,-1,2,-3,1,-8
CRFR2-BP ag,1.1,-6.0,3.7,0.0,3.9
M4 PAM,4,2,12,8,-6
M5 antag,4,-1,5,1,15
CHRM4 antagonist,-7,1,7,-15,7
CHRM1 PAM,7,7,1,5,-22
CRFR2-BP antag,-3,-30,-7,19,-9
M5 PAM,5,0,-3,5,-8

Filtered by structure: those above containing fluorine.
#2 COc1ccc(-c2cc(C(F)(F)F)nc(SCC(=O)Nc3cc(C)on3)n2)cc1OC
#3 O=C(Nc1ccc(N2CCCCC2)cc1)c1cc(S(=O)(=O)N2CCOCC2)ccc1F
#6 Cc1cc(NC(=O)CCC(=O)N(CC(=O)NC2CCCC2)c2ccc(F)c(Cl)c2)no1
#9 O=C(CN1CCCC1)Nc1nc(-c2ccc3c(c2)CCN3C(=O)c2ccccc2F)cs1

Assay by compound,2,3,6,9
M4 ag,1,5,0,4
M5 ag,3,1,-1,-3
CRFR2-BP ag,-0.4,-0.1,-1.4,0.7
M4 PAM,0,-6,0,4
M5 antag,2,3,19,-19
CHRM4 antagonist,-5,-5,-2,-21
CHRM1 PAM,9,-4,4,3
CRFR2-BP antag,-7,-1,-3,-2
M5 PAM,2,-3,-5,9

Next part
#16 CC1CN=C2C(C(=O)Nc3ccccc3)=C(O)CC(c3ccccc3)N21 (configuration not stated)
#17 COc1ccc(C(=O)COC(=O)CN2CC(=O)Oc3ccccc32)cc1Br
#18 N#C/C(=C\c1c[nH]c2ccccc12)C(N)=O
#19 Cc1ccsc1C(=O)N1CCCC(N2CCN(c3cccc(Cl)c3)CC2)C1 (configuration not stated)
#20 COc1cccc(Oc2cc(NN3CCCCC3)c([N+](=O)[O-])cc2[N+](=O)[O-])c1OC

Assay by compound,16,17,18,19,20
M4 ag,2,1,2,3,-1
M5 ag,-2,-3,5,-5,-8
CRFR2-BP ag,2.5,-1.1,-0.2,-1.4,-0.1
M4 PAM,2,0,-5,4,1
M5 antag,-3,-3,-16,-3,11
CHRM4 antagonist,-17,-4,0,-14,-4
CHRM1 PAM,5,2,5,1,-6
CRFR2-BP antag,4,0,-12,0,-3
M5 PAM,-3,0,2,-2,-6

#21 CC(C)C12CN3CC(C(C)C)(CN(C1)C3c1ccc3c(c1)OCO3)C2=O (configuration not stated)
#22 CCOc1ccc(C(=O)CC(Sc2ccc(C)cc2)C(=O)O)cc1 (configuration not stated)
#23 O=C(NCCc1ccccc1)c1c[nH]c2ccccc2c1=O
#24 CCOc1ccc(/C(O)=C2/C(=O)C(=O)N(c3ncccn3)C2c2ccc(Cl)cc2)cc1 (configuration not stated)
#25 COc1ccc(C(=O)NCC(=O)NCC(=O)OCC(=O)c2cccs2)cc1

Assay by compound,21,22,23,24,25
M4 ag,-3,2,8,0,1
M5 ag,-1,1,0,-2,1
CRFR2-BP ag,-1.1,0.3,73*,-0.8,-0.5
M4 PAM,-4,10,6,2,11
M5 antag,11,-7,8,13,5
CHRM4 antagonist,1,-6,-2,4,-1
CHRM1 PAM,-5,4,7,14,0
CRFR2-BP antag,-20,11,17,3,6
M5 PAM,-6,12,4,2,-2

#26 CC1(C)CC(=O)C2=C(C1)OC(N)=C(C#N)C2c1cn(-c2ccccc2)nc1-c1ccccc1 (configuration not stated)
#27 COc1cc(OC)cc(C(=O)Nc2cccc(NC(=O)c3cc(OC)cc(OC)c3)n2)c1
#28 Cc1cc(C)c2[nH]c(=O)c(C(c3nnnn3C(C)(C)C)N(Cc3ccco3)CC3CCCO3)cc2c1 (configuration not stated)
#29 CN(Cc1ccccc1)S(=O)(=O)c1ccc2[nH]c(=O)ccc2c1
#30 CCCC(C)(C)C(=O)N1CCC1(C)C(=O)Nc1cccc(OC)c1 (configuration not stated)

Assay by compound,26,27,28,29,30
M4 ag,2,14,-1,2,-1
M5 ag,0,-8,-3,0,-2
CRFR2-BP ag,-0.1,0.1,0.7,-0.1,nt
M4 PAM,7,-12,-3,5,2
M5 antag,2,13,-5,-4,-10
CHRM4 antagonist,-1,13,0,-10,-5
CHRM1 PAM,1,-12,-4,6,-1
CRFR2-BP antag,12,-11,-25,16,nt
M5 PAM,-6,-12,2,6,-1

#31 Cc1ccc(C(=O)Nc2ccc3c(c2)OCO3)cc1S(=O)(=O)N1CCOCC1
#32 O=C(CCS(=O)(=O)c1ccc(Br)cc1)N1CCN(Cc2ccccc2)CC1
#33 CCOc1ccc(C(=O)NCCC(=O)N2CCC3(CC2)NCCc2[nH]cnc23)cc1OCC
#34 COC(=O)CC(NC(=O)c1cccs1)c1ccc(OC)c(OC)c1 (configuration not stated)
#35 COc1ccc(-n2nnnc2SCC(=O)NC2CCS(=O)(=O)C2)cc1 (configuration not stated)

Assay by compound,31,32,33,34,35
M4 ag,5,4,2,1,1
M5 ag,1,-4,-3,3,3
CRFR2-BP ag,-1.4,0.8,1.1,5.1,0.1
M4 PAM,-1,12,0,2,4
M5 antag,-8,2,13,4,-3
CHRM4 antagonist,0,-11,8,-10,-2
CHRM1 PAM,6,-1,3,6,4
CRFR2-BP antag,4,3,0,-14,0
M5 PAM,2,5,1,8,10

#36 CC(NC(=S)NC1CCC(C(C)(C)C)CC1)c1ccccc1 (configuration not stated)
#37 Cc1cc(C(=O)NCCCN2CCCC2=O)no1
#38 CCN(CCCNC(=O)CCn1c(=O)[nH]c2ccccc2c1=O)c1cccc(C)c1
#39 Cc1ccc(/C=N/N=C2/NC(=O)CS2)o1
#40 CCCCOC(=O)CCc1nc2ccccc2[nH]c1=O

Assay by compound,36,37,38,39,40
M4 ag,5,1,1,1,0
M5 ag,-6,2,1,1,-1
CRFR2-BP ag,-0.5,-0.3,-1.0,0.3,-0.6
M4 PAM,-4,-2,-2,5,6
M5 antag,1,3,1,-3,8
CHRM4 antagonist,1,2,6,-3,0
CHRM1 PAM,-3,4,9,-2,10
CRFR2-BP antag,-10,1,-7,-5,-2
M5 PAM,-7,-1,3,4,-1

#41 Cc1cccc(N2C(=O)c3ccc(C(=O)Nc4c[nH]c(=O)[nH]c4=O)cc3C2=O)c1
#42 O=C(O)[C@H](Cc1ccccc1)NC(=O)N1CCN(c2cccc(C(F)(F)F)c2)CC1
#43 Cc1ccccc1-c1cc(C(=O)N2CCCC2)c2ccccc2n1
#44 COC(C[C@@H](O)C[C@@H](O)[C@@H](C)OCc1ccccc1)OC
#45 CN(Cc1cccs1)C(=O)c1cccc(S(=O)(=O)N2CCCCCC2)c1

Assay by compound,41,42,43,44,45
M4 ag,1,0,3,3,4
M5 ag,-1,-2,1,2,1
CRFR2-BP ag,-1.7,-0.2,-0.7,-0.3,11
M4 PAM,16,10,2,4,-1
M5 antag,-5,-3,-3,-5,12
CHRM4 antagonist,27*,9,-11,-19,5
CHRM1 PAM,-4,5,-8,-2,1
CRFR2-BP antag,-4,3,-2,7,-26
M5 PAM,6,9,3,9,0

#46 COc1cc(CN2CCN(CC3CC3)CC2CCO)cc(OC)c1 (configuration not stated)
#47 CSc1ccccc1OCc1cc(C(=O)N2CCN(Cc3nccn3C)CC2)no1
#48 CC(C)CC(NS(=O)(=O)c1ccccc1)C(=O)O (configuration not stated)
#49 O=C(NCC1CCN(c2ccc(S(=O)(=O)N3CCOCC3)cc2)CC1)Nc1ccccc1F
#50 O=C(NNC(=O)C1CC=CCC1)c1ccccc1O (configuration not stated)

Assay by compound,46,47,48,49,50
M4 ag,1,2,1,10,1
M5 ag,-16,-5,2,1,-6
CRFR2-BP ag,0.7,0.1,1.1,0.5,0.7
M4 PAM,-3,-7,-2,-8,-7
M5 antag,6,16,1,7,-2
CHRM4 antagonist,-4,10,8,6,-15
CHRM1 PAM,-2,-10,7,-3,2
CRFR2-BP antag,0,-4,-11,6,-6
M5 PAM,3,-6,2,-3,-11

#51 COc1nc(N/N=C/c2cc3c(cc2Br)OCO3)nc(N2CCOCC2)n1
#52 Cc1ccc(C)c(CN2CCC(CNC(=O)Nc3cccc(Cl)c3C)CC2)c1
#53 O=C(COC(=O)c1cc(S(=O)(=O)N2CCOCC2)ccc1F)NC1CC1
#54 CCOc1ccc(CCN2C(=S)N([C@@H](Cc3ccc(O)cc3)CN3CCC[C@@H]3CN3C(=S)NC[C@@H]3CC(C)C)C[C@@H]2Cc2ccc(O)cc2)cc1
#55 CCOC(=O)N1CCN(CC(O)COc2cc(C)cc(C)c2)CC1 (configuration not stated)
#56 Cc1ccc(-c2nnc3n2N=C(c2ccccc2Br)CS3)cc1
#57 CC(C)CCN1CCN(Cc2cccc3cccnc23)CC1CCO (configuration not stated)

Assay by compound,51,52,53,54,55,56,57
M4 ag,1,6,1,2,0,2,1
M5 ag,5,-5,6,0,-9,-14,-1
CRFR2-BP ag,-3.9,-1.2,-0.8,nt,-0.2,-1.5,0.3
M4 PAM,11,-3,15,6,-10,-1,-7
M5 antag,-9,3,-8,7,10,-5,-13
CHRM4 antagonist,-2,-7,-19,0,-4,5,7
CHRM1 PAM,8,1,18,4,3,4,-5
CRFR2-BP antag,-3,-21,-7,nt,-6,11,-3
M5 PAM,3,-6,5,1,-5,-23,5

Compound activity deposited in PubChem BioAssay by several laboratories.
